Bioassay records deposited in PubChem by National Center for Advancing Translational Sciences (NCATS).
Pol iota inh: inhibitors of human DNA polymerase iota; Q9UNA4; 390,000 tested, 1% active; Pol iota fluorescent replication assay, 10 min; Potency, µM (doses to about 115 µM), without a hit: at the top dose activity, negative = inhibition, most hits filed as inhibitors; also: potency is read from the fitted curve at half-maximal effect
Target sequence (Q9UNA4 whole entry, looked up): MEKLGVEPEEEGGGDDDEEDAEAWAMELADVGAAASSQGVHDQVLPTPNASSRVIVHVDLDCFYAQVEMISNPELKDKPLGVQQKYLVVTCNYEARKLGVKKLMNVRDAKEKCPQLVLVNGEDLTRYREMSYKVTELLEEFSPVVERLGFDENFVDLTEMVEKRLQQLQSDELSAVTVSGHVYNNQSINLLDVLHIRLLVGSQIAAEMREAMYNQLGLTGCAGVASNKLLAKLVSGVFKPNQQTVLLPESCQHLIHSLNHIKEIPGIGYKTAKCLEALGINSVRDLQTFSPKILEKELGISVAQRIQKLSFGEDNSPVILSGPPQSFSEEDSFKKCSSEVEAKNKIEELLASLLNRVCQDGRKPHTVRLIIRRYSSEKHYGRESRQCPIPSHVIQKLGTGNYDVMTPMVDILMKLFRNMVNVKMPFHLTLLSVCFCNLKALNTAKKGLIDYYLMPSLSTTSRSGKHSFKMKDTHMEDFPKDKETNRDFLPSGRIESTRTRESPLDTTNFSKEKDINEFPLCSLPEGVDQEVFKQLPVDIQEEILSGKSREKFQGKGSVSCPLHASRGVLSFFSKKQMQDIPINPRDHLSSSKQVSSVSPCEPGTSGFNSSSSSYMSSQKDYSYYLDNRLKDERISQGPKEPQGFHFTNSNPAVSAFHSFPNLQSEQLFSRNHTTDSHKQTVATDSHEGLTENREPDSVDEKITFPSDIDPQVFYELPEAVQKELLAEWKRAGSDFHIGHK
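Pol iota at 10 nM preincubated 15 min with compounds at room temperature; reaction started with fluorescent substrate, 50 nM final. Fluorescence read kinetically at 0 and 10 min; buffer-only wells as negative control.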
Anesthetic bind: binds horse apoferritin like a general anesthetic; Potency, µM (highest dose often 77.5 µM), for the others: at the highest dose activity change, negative = displacement, most hits filed as inhibitors; 350,000 tested, 0.074% active; apoferritin/1-aminoanthracene competitive binding, fluorescence; also: potency is read from the fitted curve at half-maximal effect; % is scaled to controls: 0 for no effect and ±100 for the full control effect; nearly all actives have a fitted effect of over 20% in size
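Horse-spleen apoferritin (10 uM) in 50% saturated 1-aminoanthracene in PBS was incubated 10 min at room temperature with compound. Fluorescence (ex 380, em 535 nm) was normalized to free and bound 1-AMA, with concentration-response fitted by a four-parameter Hill equation.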
POLB inh: blocks human DNA polymerase beta activity; P06746; Pol beta primer extension/strand displacement, fluorescence kinetic; Potency, µM (highest dose often 114 µM), for the others: top-dose activity change, negative = inhibition, actives largely listed as inhibitors; 340,000 tested, 1.3% active; AID 485314; also: potency is read from the fitted curve at half-maximal effect; % is scaled to controls: 0 for no effect and ±100 for the full control effect
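Pol beta (10 nM) was preincubated with compound for 15 min at room temperature. The reaction was then started with 50 nM substrate and read immediately and after a further 10 min at room temperature.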
POLH inh: blocks human DNA polymerase eta activity. Q9Y253. Potency, µM (titrated, usually from 114 µM), for inactives: at the highest dose activity change, negative = inhibition, usual class: inhibitors. recombinant Pol eta, fluorescent DNA replication assay. 390,000 tested, 1.2% active; also: potency is read from the fitted curve at half-maximal effect; % is scaled to controls: 0 for no effect and ±100 for the full control effect
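Fluorescent replication assay: 50 nM final substrate added after a 15 min room-temperature compound preincubation with 10 nM enzyme. Signal taken at 0 min and again at 10 min.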
Glioma ERSR ind: induces the endoplasmic reticulum stress response in human glioma cells | U87-MG GRP78 promoter luciferase reporter, 16 h | Potency, µM, for inactives: at the top dose activation, actives largely listed as activators | 420,000 tested, 0.02% active | AID 602332; also: potency is read from the fitted curve at half-maximal effect; series mostly up to about 76 µM; % of control where 0% means no effect; nearly all actives have a fitted effect of over 35% in size
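ERSR induction read as luciferase luminescence (Bright-Glo, 10 min at room temperature) in stably transfected human U87-MG glioma cells exposed to compounds for 16 h, using GRP78 as sensor.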
LDHA block: blocks human lactate dehydrogenase A; purified LDHA, NADH/diaphorase-resazurin fluorescence; active compounds read low; activity change, % (values are at about 110 or 230 µM); 480,000 tested, 0.15% active; in the data active = activity change below about -30%; inconclusive = mostly about -25% to -30%;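 also: plate controls were DMSO wells for no effect and wells without enzyme for full effect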
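Enzyme activity of human lactate dehydrogenase 5 (2 nM; 0.06 mM NADH, 0.2 mM pyruvate, 5 min, RT) is measured via a resazurin/diaphorase fluorescence readout of residual NADH.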
BLM inh: Bloom syndrome helicase (human) inhibition | P54132 | recombinant BLM DNA unwinding, fluorescence dequenching | Potency, µM (highest dose often 56.1 µM), inactives show top-dose activity change, negative = inhibition, actives largely listed as inhibitors | 350,000 tested, 0.2% active;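 also: potency is read from the fitted curve at half-maximal effect; plate controls were vehicle for no effect and no enzyme for full effect; nearly all actives have a fitted effect of over 35% in size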
POLK inh: blocks human DNA polymerase kappa activity. Potency, µM (series often up to 107 µM), for inactives: at the top dose activity, negative = inhibition, usual class: inhibitors. 400,000 tested, 0.53% active. purified Pol kappa, fluorescent DNA synthesis assay, 10 min. Q9UBT6; also: potency is read from the fitted curve at half-maximal effect; % is scaled to controls: 0 for no effect and ±100 for the full control effect
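Pol kappa 10 nM + cpd, 15 min RT; start w/ substrate 50 nM final; fluorescence kinetic read, 0 and 10 min. Neg ctrl: buffer, no enzyme.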
APEX1 inh: APE1 (human) endonuclease inhibition. 350,000 tested, 0.35% active. Potency, µM (series often up to 65.8 µM), for the others: at the highest dose activity change, negative = inhibition, hits mostly inhibitors. AID 2517. recombinant APE1, TAMRA/BHQ-2 abasic DNA cleavage fluorescence. P27695;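 also: potency is read from the fitted curve at half-maximal effect; plate controls were vehicle for no effect and reference inhibitor for full effect; nearly all actives have a fitted effect of over 55% in size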
Target sequence (P27695 whole entry, looked up): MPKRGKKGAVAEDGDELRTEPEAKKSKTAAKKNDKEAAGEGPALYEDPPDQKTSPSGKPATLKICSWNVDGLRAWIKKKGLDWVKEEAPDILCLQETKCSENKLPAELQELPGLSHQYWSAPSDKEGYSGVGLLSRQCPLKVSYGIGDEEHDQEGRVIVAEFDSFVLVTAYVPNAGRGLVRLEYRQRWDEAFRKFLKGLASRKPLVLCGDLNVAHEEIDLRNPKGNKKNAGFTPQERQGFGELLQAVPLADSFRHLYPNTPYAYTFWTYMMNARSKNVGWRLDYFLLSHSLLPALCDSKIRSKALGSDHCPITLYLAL
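Compound pre-exposure to 0.75 nM APE1, 15 min at ambient temperature. Reaction initiated with 50 nM TAMRA/BHQ-2 THF substrate, read immediately in kinetic mode, 525 nm excitation, 598 nm emission.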
Numbers without * were called inactive; ? = inconclusive; . = not tested or not shown; [ ] = another dose, or the depositor's remark. Unless noted, calls follow the shape of the dose curve; as a rule, active = well fitted curve in the direction sought with a large enough effect; inconclusive = small, poorly fitted or top-dose-only effect, or another doubt; inactive = no such curve, though single readings can be large; an effect the other way counts as inactive or inconclusive. These rows are one share of the data (hit frequency here may not be typical).

no.	Molecule	Pol iota inh	Anesthetic bind	POLB inh	POLH inh	Glioma ERSR ind
1	Cc1ccccc1CNC(=O)c1ccc(Cn2c(SCc3cccc(F)c3)nc3cccnc32)cc1	7%	-10%	-11%	5%	-2%
2	COc1cccc(NC(=O)c2ccccc2-c2nc(-c3ccccc3)no2)c1	?	-11%	0%	-13%	4%
3	CC(C)(C)NC(=O)CSc1nncn1NCc1c(Cl)cccc1Cl	5%	8%	-25%	4%	-6%
4	COc1ccc(NC(=O)C2CCN(C3=NS(=O)(=O)C(c4ccc(C)c(C)c4)=C3C)CC2)c(OC)c1	-7%	46%[activator]	-2%	.	.
5	COc1ccccc1CSc1nc2n(n1)C(c1ccccc1)C(C(=O)Nc1ccc(C)cc1)=C(C)N2 (centres undefined)	3%	-9%	9%	-2%	-1%
6	O=C(c1ccc(CS(=O)Cc2ccccc2Cl)o1)N1CCN(C2CCCCC2)CC1 (centres undefined)	4%	-5%	-28%	-6%	-5%
7	O=C(NNc1cccc(Cl)n1)c1ccc(Cl)nc1	55%[activator]	1%	12%	-22%	3%
8	CCCCN(CCCC)/C(N)=N/c1nc(C)cc(C)n1	114%[activator]	-9%	36%	-14%	-3%
9	C=CCOc1c(Cl)cc(C2NC(=O)NC(C)=C2C(=O)OC)cc1Cl (centres undefined)	11%	-17%	5%	-11%	0%
10	C[C@H]1CN=C(Nc2ccccc2)N1CCCC1CCCCC1	16%	-6%	45%	-14%	-5%
11	CCCCCCn1c(SCCC)nc2c1c(=O)[nH]c(=O)n2C	-15%	2%	7%	-10%	-3%
12	CC1(C2CC2)NC(=O)N(CC(=O)Nc2ccc(F)cc2F)C1=O (centres undefined)	8%	.	.	-12%	-3%

no.	LDHA block	BLM inh	POLK inh	APEX1 inh
1	1	-8%	1%	.
2	-1	-10%	-12%	-2%
3	3	-11%	5%	7%
4	3	-2%	-15%	.
5	-11	-7%	-19%	.
6	-3	0%	-13%	7%
7	0	-3%	-1%	-1%
8	-2	-6%	4%	14%
9	-7	-3%	-2%[60.1 µM]	-4%
10	3	2%	-4%	-5%
11	-1	-2%	-5%	8%
12	-7	.	0%	-5%

Compound profiles (already shown).
O=C(c1ccc(CS(=O)Cc2ccccc2Cl)o1)N1CCN(C2CCCCC2)CC1 (centres undefined) reads Pol iota inh: 4%; Anesthetic bind: -5%; POLB inh: -28%; POLH inh: -6%; Glioma ERSR ind: -5%; LDHA block: -3; BLM inh: 0%; POLK inh: -13%; APEX1 inh: 7%
CC(C)(C)NC(=O)CSc1nncn1NCc1c(Cl)cccc1Cl reads Pol iota inh: 5%; Anesthetic bind: 8%; POLB inh: -25%; POLH inh: 4%; Glioma ERSR ind: -6%; LDHA block: 3; BLM inh: -11%; POLK inh: 5%; APEX1 inh: 7%
CCCCCCn1c(SCCC)nc2c1c(=O)[nH]c(=O)n2C reads Pol iota inh: -15%; Anesthetic bind: 2%; POLB inh: 7%; POLH inh: -10%; Glioma ERSR ind: -3%; LDHA block: -1; BLM inh: -2%; POLK inh: -5%; APEX1 inh: 8%

Carrying on.
no.	Molecule	Pol iota inh	Anesthetic bind	POLB inh	POLH inh	Glioma ERSR ind
13	CCn1cc(CNCc2cn(-c3ccccc3C)nc2-c2ccc(OC)c(F)c2)cn1	33%[activator]	-6%	-25%	-25%	-3%
14	CCOc1ccc(C(=O)Nc2ccccc2N2CCOCC2)cc1	2%	-18%	14%	-3%	-5%
15	COc1ccc(CCNC(=O)Cn2nc(C)c3c(C)n(-c4ccc(C)cc4)nc3c2=O)c(OC)c1	?	?	35µM*	?	-2%
16	N=c1c(C(=O)NCC2CCCO2)cc2c(=O)n3ccccc3nc2n1Cc1cccnc1 (centres undefined)	56%[activator]	640%[activator]	-7%	?	-2%
17	O=C(NCc1nnc2c3ccccc3c(-c3ccccc3)nn12)c1ccc(Cl)cc1	48%[activator]	?	-1%	-20%	-5%
18	Cc1ccc(CSc2ccc(S(=O)(=O)N3CCOCC3)cn2)cc1	24%	.	.	-19%	1%
19	CS(=O)(=O)N1CCCc2cc(C(=O)Nc3cccc(C(F)(F)F)c3)ccc21	3%	-9%	12%	-15%	-2%
20	CCOc1ccc(NC(=O)CN(C)C(=O)CCSc2ccc(F)cc2)cc1OCC	18%	.	.	-24%	-1%
21	Cc1ccc(C)c(N2CCN(C(=O)CCc3c(C)nn(-c4ccc(N5CCCC5)nn4)c3C)CC2)c1	10%	0%	1%	-19%	-2%
22	O=C(CSc1nc(-c2ccco2)cc(C(F)(F)F)n1)N1CCN(c2cccc(Cl)c2)CC1	-6%	-15%	12%	-5%	-1%
23	CCOc1ccc(NC(=O)/C(C#N)=C\c2ccc(-c3ccc(Cl)cc3)o2)cc1	-10%	-4%	17%	-8%	0%
24	Cc1cccc(NC(=O)Nc2cccs2)c1C	23%	-15%	0%	.	.

no.	LDHA block	BLM inh	POLK inh	APEX1 inh
13	2	1%	-17%	2%
14	0	-3%	0%	4%
15	-17	?	-23%	-24%
16	-6	-8%	-7%	0%
17	-10	0%	-6%	-3%
18	-4	.	1%	0%
19	-1	-7%	-5%	.
20	-12	.	-14%	31%
21	-2	1%	-18%	.
22	-4	-1%	-11%	-5%
23	-16	-3%	-12%	.
24	-7	-2%	-3%	.

Continuation.
no.	Molecule	Pol iota inh	Anesthetic bind	POLB inh	POLH inh	Glioma ERSR ind
25	Cc1ccc2cc(C3CC(c4ccco4)=NN3C(=O)CCC(=O)O)c(Cl)nc2c1 (centres undefined)	-7%	0%	1%	?	-1%
26	CN1C(C)(C)c2ccccc2OS1(=O)=O	-10%	?	3%	-11%	-2%
27	COC(=O)C(CSCc1ccccc1)NC(=O)CSc1nc(N)cc(=O)[nH]1 (centres undefined)	-26%	1%	0%	-9%	-1%
28	Cc1ccccc1NC(=O)CCN1CCN(C)CC1	-1%	-1%	34%	-6%	-3%
29	O=C(CN1CCOCC1)NCc1ccc(F)cc1	6%	1%	14%	-9%	-1%
30	COc1ccc(/C=N/NC(=O)c2ccc(COc3cccc4cccnc34)cc2)cc1OC	-5%	-14%	-1%	-16%	-6%
31	CCC(C)(C(=O)NC1CCCCC1)N(C(=O)c1cnccn1)c1c(C)n(C)n(-c2ccccc2)c1=O (centres undefined)	27%	-6%	11%	0%	-2%
32	COc1cccc(C(=O)N2CCN(C(=O)C3CC3)CC2)c1	29%	3%	21%	-1%	-3%
33	O=C(CSc1ccc(-c2ccccc2)nn1)NCC1CCCO1 (centres undefined)	96%[activator]	-5%	-4%	-2%	4%
34	CC(C)Cn1c(N)c(C(=O)COC(=O)c2ccc3ccccc3n2)c(=O)n(C)c1=O	7%	?	?	-4%	-7%
35	NC(=O)NCc1ccc(Cl)cc1	-16%	-17%	9%	0%	-1%
36	CC1CC(C)CN(S(=O)(=O)c2ccc(NN)nc2)C1 (centres undefined)	7%	-6%	-2%	-21%	-2%

no.	LDHA block	BLM inh	POLK inh	APEX1 inh
25	-5	4%	-8%	0%
26	-1	1%	14%	12%
27	2	1%	-8%	16%
28	-4	-14%	3%	-7%
29	-1	-6%	-1%	1%
30	-1	3%	2%	-9%
31	-2	-9%	3%	-4%
32	-8	-6%	-12%	6%
33	-5	-3%	-6%	-3%
34	-6	-3%	-8%	-7%
35	-5	-1%	0%	-5%
36	4	-3%	9%	-1%

Sorted by length of the SMILES (high to low): part of the list above.
no.	Molecule	Pol iota inh	Anesthetic bind	POLB inh	POLH inh	Glioma ERSR ind
34	CC(C)Cn1c(N)c(C(=O)COC(=O)c2ccc3ccccc3n2)c(=O)n(C)c1=O	7%	?	?	-4%	-7%
25	Cc1ccc2cc(C3CC(c4ccco4)=NN3C(=O)CCC(=O)O)c(Cl)nc2c1 (centres undefined)	-7%	0%	1%	?	-1%
28	Cc1ccccc1NC(=O)CCN1CCN(C)CC1	-1%	-1%	34%	-6%	-3%

no.	LDHA block	BLM inh	POLK inh	APEX1 inh
34	-6	-3%	-8%	-7%
25	-5	4%	-8%	0%
28	-4	-14%	3%	-7%

(continued)
no.	Molecule	Pol iota inh	Anesthetic bind	POLB inh	POLH inh	Glioma ERSR ind
37	CCOC(=O)c1nnn(-c2nonc2N)c1-c1cccs1	2%	-11%	44%	-6%	-5%
38	CCCn1nnnc1NCc1cccn1C	15%	-9%	-3%	-1%	-2%
39	Cc1ccc(C)c(NC(=O)c2cnccn2)c1	154%[activator]	-3%	1%	2%	-1%
40	CCNS(=O)(=O)c1ccc(NC(=O)c2cc(C(F)(F)F)nn2C)cc1	5%	-14%	0%	-9%	3%
41	CC(C)Cc1nnc(NC(=O)CCN2C(=O)c3ccccc3C2=O)s1	-9%	-11%	13%	0%	-4%
42	O=C1N/C(=N\c2ccccn2)SC1Cc1ccc(Cl)cc1 (centres undefined)	38%[activator]	-9%	3%	-12%	-4%
43	O=C(C1CCN(S(=O)(=O)c2ccc(Br)s2)CC1)N1CCN(C2CCCCC2)CC1	36%[activator]	-4%	8%	-24%	-3%
44	Cc1ccc(CNC(=O)c2ccc3c(c2)CCN3S(=O)(=O)c2ccccc2)cc1	1%	43%[activator]	-1%	-24%	0%
45	Cc1nc(NC(=O)CSc2nnc3ccccn23)c(Cl)cc1Cl	7%	-11%	22%	-7%	-1%
46	O=C1CC(c2ccccc2)C(=O)N1c1cccc(O)c1 (centres undefined)	23%	-5%	4%	-17%	0%

no.	LDHA block	BLM inh	POLK inh	APEX1 inh
37	-8	-2%	-10%	1%
38	16	-6%	-10%	-1%
39	-12	1%	5%	0%
40	-8	-3%	-9%	-6%
41	-8	-6%	-20%	1%
42	-3	-2%	-4%	0%
43	-4	-6%	-8%	14%
44	-2	-11%	-5%	.
45	-4	-1%	-15%	-4%
46	1	-2%	-10%	2%
